Screens: PubChem BioAssay, National Center for Advancing Translational Sciences (NCATS)
AmpC detergent = qHTS Inhibitors of AmpC Beta-Lactamase (assay with detergent); 370,000 compounds, 0.041% hits; Potency, µM (series often up to 114 µM), for the others: at the highest dose activity change, negative = inhibition, most hits filed as inhibitors; AmpC hydrolysis of nitrocefin, absorbance 480 nm, 0.01% Triton; P00811; AID 485294, 2010;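 also: potency is read from the fitted curve at half-maximal effect; 0% = no-compound wells and -100% = no-enzyme wells; nearly all actives have a fitted effect of over 25% in size; some results filed as inactive show a strong effect at the top dose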
Target sequence (P00811 whole entry, looked up): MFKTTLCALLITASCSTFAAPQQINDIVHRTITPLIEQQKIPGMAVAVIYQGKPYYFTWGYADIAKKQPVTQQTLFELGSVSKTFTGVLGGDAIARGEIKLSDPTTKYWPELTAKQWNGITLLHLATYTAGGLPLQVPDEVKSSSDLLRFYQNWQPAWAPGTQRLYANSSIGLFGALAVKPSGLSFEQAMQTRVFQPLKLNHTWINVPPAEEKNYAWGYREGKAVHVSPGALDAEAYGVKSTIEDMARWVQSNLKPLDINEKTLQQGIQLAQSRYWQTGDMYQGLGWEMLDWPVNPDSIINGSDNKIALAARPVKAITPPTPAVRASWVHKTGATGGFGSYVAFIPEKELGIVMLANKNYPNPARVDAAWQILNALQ
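20 mM phosphate pH 7.0 + 0.01% (detergent screen) or 0.0001% Triton X-100; 5.3 nM AmpC reagent; cpd preinc 15 min RT; nitrocefin (800 uM stock) to start; A480 q20 s × 4 min; Activity was normalised to no-enzyme and no-compound control wells.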
AMA1-RON2 inh = qHTS for Inhibitors of AMA1-RON; Towards Development of Antimalarial Drug Lead: Primary Screen; AlphaScreen AMA1-biotinylated RON2 peptide binding; Potency, µM (highest dose often 58.2 µM), without a hit: at the highest dose activity change, negative = inhibition, usual class: inhibitors; Plasmodium falciparum AMA1 (3D7) - RON2 peptide interaction; 360,000 compounds, 0.2% hits;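 also: potency is read from the fitted curve at half-maximal effect; 0% = vehicle wells and -100% = peptide control; nearly all actives have a fitted effect of over 45% in size; some results filed as inactive show a strong effect at the top dose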
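AMA1 (3D7) with his tag at 25 nM final met compounds first, then biotinylated RON2 peptide at 25 nM; detection used donor plus acceptor beads, 10 µg/mL apiece, read by AlphaScreen after 30 min at room temperature.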
TbPYK inhibitor = qHTS of Trypanosoma Brucei Inhibitors; 410,000 compounds, 0.12% hits; Potency, µM (titrated, usually from 76.8 µM), for the others: at the highest dose activity, negative = inhibition, most hits filed as inhibitors; TbPYK enzyme, Kinase-Glo Plus ATP luminescence, 45 min; pyruvate kinase (Trypanosoma brucei), Q57TT1; AID 624173, 2012; also: potency is read from the fitted curve at half-maximal effect; nearly all actives have a fitted effect of over 50% in size
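T. brucei PYK with substrate was exposed to pin-transferred compounds across a concentration series, then started with 130 uM ADP (final). After 45 min at room temperature, Kinase-Glo Plus luminescence was read, normalized and curve-fitted.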
LmPK inh = qHTS Assay for Inhibitors of Leishmania Mexicana Pyruvate Kinase (LmPK). Q27686. 290,000 compounds, 0.37% hits. AID 1721, 2009. Potency, µM (titrated, usually from 57.5 µM), without a hit: at the highest dose activity change, negative = inhibition, hits mostly inhibitors. purified LmPK, Kinase-Glo ATP luminescence, 1 h; also: potency is read from the fitted curve at half-maximal effect
Target sequence (Q27686 whole entry, looked up): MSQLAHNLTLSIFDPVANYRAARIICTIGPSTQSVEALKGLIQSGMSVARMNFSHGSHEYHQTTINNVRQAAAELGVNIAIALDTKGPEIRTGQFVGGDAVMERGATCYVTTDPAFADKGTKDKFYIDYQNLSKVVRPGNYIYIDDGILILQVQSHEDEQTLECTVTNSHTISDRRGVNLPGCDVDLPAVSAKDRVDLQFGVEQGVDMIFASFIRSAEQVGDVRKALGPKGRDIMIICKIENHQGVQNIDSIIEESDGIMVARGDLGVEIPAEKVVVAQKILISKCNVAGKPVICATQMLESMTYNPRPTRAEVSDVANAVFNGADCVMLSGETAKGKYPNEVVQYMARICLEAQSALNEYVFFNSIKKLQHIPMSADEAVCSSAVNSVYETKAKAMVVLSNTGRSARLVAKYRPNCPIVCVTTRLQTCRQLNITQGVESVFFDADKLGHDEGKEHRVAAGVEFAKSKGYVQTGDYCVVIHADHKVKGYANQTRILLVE
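ATP generated from ADP (0.1 mM) and PEP (0.5 mM) by 0.1 nM LmPK over 1 h at room temperature (pH 7.2 imidazole buffer) was detected by coupled luciferase luminescence. Values were normalized to uninhibited and no-enzyme wells.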
AmpC no deterg = qHTS Inhibitors of AmpC Beta-Lactamase (assay without detergent); P00811; AmpC nitrocefin hydrolysis, absorbance 480 nm, 0.0001% Triton; AID 485341, 2010; Potency, µM (top dose mostly 57.1 µM), inactives show top-dose activity change, negative = inhibition, usual class: inhibitors; 330,000 compounds, 0.52% hits;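 also: potency is read from the fitted curve at half-maximal effect; plate controls were no compound for no effect and no enzyme for full effect; nearly all actives have a fitted effect of over 20% in size; some results filed as inactive show a strong effect at the top dose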
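20 mM phosphate pH 7.0 + 0.01% (detergent screen) or 0.0001% Triton X-100; 5.3 nM AmpC reagent; cpd preinc 15 min RT; nitrocefin (800 uM stock) to start; A480 q20 s × 4 min; Activity was normalised to no-enzyme and no-compound control wells.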
HCMV inh = qHTS Assay for inhibitors of the human cytomegalovirus (HCMV) | HFF cells, HCMV-luciferase reporter, 72 h; hits give low values | activity change, negative = inhibition, % at 57.5 µM | 410,000 compounds, 4.5% hits; in the data active = activity change below about -60%; inconclusive = no clear call, values can overlap the other calls; inactive = above about -39%
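Screen run at 2 compound doses on HFFs infected with reporter HCMV, MOI 1 PFU/cell. Luciferase activity from cell lysates at 72 h post infection gave inhibition relative to buffer-only and Salinomycin wells.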
Sm TGR block = qHTS Assay for the Inhibitors of Schistosoma Mansoni Peroxiredoxins | Schistosoma mansoni thioredoxin glutathione reductase (TGR), Q962Y6 | purified TGR, DTNB reduction, TNB absorbance 405 nm | Potency, µM (top dose mostly 114 µM), for the others: at the highest dose activity change, negative = inhibition, hits mostly inhibitors | 360,000 compounds, 3% hits | AID 485364, 2010; also: potency is read from the fitted curve at half-maximal effect; nearly all actives have a fitted effect of over 60% in size
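TGR 20 nM + NADPH 100 uM (dispensed conc.), cpd preinc 15 min RT; start with NADPH (500 uM addition) then DTNB (15 mM addition). Kinetic TNB absorbance, 405 nm filter. Four-parameter Hill fit across titration.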
The depositor's hits bear a star; ? = inconclusive; . = no result given; & = joins results of further samples; [ ] = dose if it differs, or a comment. Unless noted, calls follow the shape of the dose curve; as a rule, active = well fitted curve in the direction sought with a large enough effect; inconclusive = small, poorly fitted or top-dose-only effect, or another doubt; inactive = no such curve, though single readings can be large; an effect the other way counts as inactive or inconclusive. Unless noted, % is scaled to controls: 0 for no effect and ±100 for the full control effect.

SMILES	AmpC detergent	AMA1-RON2 inh	TbPYK inhibitor	LmPK inh	AmpC no deterg	HCMV inh	Sm TGR block
CCCn1c2ccc(F)cc2c2nnc(SCCN3CCCCC3)nc21	-4.5%&2.3%	-3.3%	-2.8%&6.8%	6.6%	-9.3%	-19.0&-17.7	-13.0%&-3.2%
CCCCN(C(=O)NC(=O)Nc1cccc(C)c1C)S(C)(=O)=O	?	-5.0%	1.3%	-0.6%	-23.9%	-20.1	-1.8%
CCOC(=O)c1sc(NC(=O)c2ccc(S(=O)(=O)N3CCOCC3)cc2)nc1-c1ccccc1	-7.3%	0.6%	-1.9%	2.5%	37.1%	3.6	-1.4%
COc1ccc(C(=O)N=c2sccn2C)cc1	-6.6%	10.2%	-2.5%	-26.5%	-17.3%	-15.1	-0.1%
O=C(NCc1nc2ccccc2[nH]1)C1=C[C@H](C2CCCCC2)C[C@H](OCCCCO)O1	.	35.8%[activator]	2.8%	.	.	-39.7	.
COC(=O)c1ccccc1NC(=O)CN(C)S(=O)(=O)c1ccc(OC)cc1	-16.2%	3.0%	-7.5%	2.2%	-18.0%	-27.5	3.6%
CCOc1cc(C(=S)N2CCOCC2)ccc1OS(=O)(=O)c1ccc(C)cc1	1.1%	-1.5%	-11.9%	-4.5%	66.5%[activator]	-19.0	6.9%
Cc1ccc(CNC(=O)C(=O)NCC2OCCN2C(=O)c2ccc3c(c2)OCO3)cc1 (centres undefined)	4.5%	-0.3%	5.0%	2.0%	-11.0%	-34.9	9.6%
O=C(Nn1c(SCc2ccc(F)cc2)nc2ccsc2c1=O)c1ccccc1	9.4%	-0.2%	12.0%	7.2%	-9.1%	34.6	3.4%
COc1ccc(NC(=O)CS(=O)(=O)c2ccccc2Cl)cc1	3.4%	63.7%[activator]	-4.8%	4.4%	-28.5%	-5.8	0.2%
COCCCNC(=O)C[C@H]1C[C@H](C(=O)N2CCOCC2)[C@@]2(CCC3CCCC3)c3[nH]c4ccc(Cl)cc4c3CCN2C1=O	.	2.2%	5.4%	.	-11.4%	-7.1	.
COc1ccc(NC(=O)C2C3C=CC(O3)C2C(=O)O)cc1 (centres undefined)	?	-4.0%	0.9%	-2.1%	61.5%[activator]	19.4	44.7µM*
COCCNC(=O)C(c1ccncc1)N(C(=O)c1sc(C)nc1C)c1cccc(C)c1 (centres undefined)	-6.4%	-4.7%	-4.6%	-9.8%	7.1%	15.8	.
Cc1ccc(C(=O)N/N=C/C=C/c2ccccc2)o1	-2.7%	-5.1%	-1.6%	-10.0%	-18.2%	15.3	-18.3%
O=C(CSc1nccc(-c2ccc(Br)cc2)n1)NCCc1ccccc1	?	5.7%	1.2%	3.0%	?	23.8	4.2%
NC(=O)c1cnn(-c2cc(Oc3ccccc3)ncn2)c1N	2.6%	13.5%	-6.2%	9.2%	-9.7%	58.4	-2.5%
CCOc1ccc(NC(=O)c2cn3c4c(ccc(Cl)c4c2=O)OC(C)C3)cc1 (centres undefined)	-5.6%	.	-4.7%	.	.	7.1	0.1%
Cc1onc(-c2ccc(Cl)cc2Cl)c1C(=O)/C=C/N(C)C	-4.2%	-11.0%	4.9%	2.9%	-25.4%	-9.0	-10.0%
CCOc1ccc(S(=O)(=O)N(CC(=O)NCCSc2ccc(C)cc2)c2ccccc2)cc1	6.0%	.	-1.2%	.	.	6.3	5.3%
N=c1n(CCO)c2ccccc2n1Cc1ccccc1	-8.2%	0.0%	-6.9%	1.5%	-17.6%	?	0.0%
CCOC(=O)Nc1ccc(S(=O)(=O)Nc2cc(C)nc(C)n2)cc1	-10.4%	-9.0%	-3.5%	0.6%	-12.0%	19.2	6.3%
CCOC(=O)N1CCC(N2C(=O)c3ccccc3C2Nc2ccc3c(c2)OCCO3)CC1 (centres undefined)	7.6%	-22.2%	-6.5%	6.3%	58.9%	?	-32.0%
O=C(CN1C(=O)c2cccc3cccc1c23)N1CCN(Cc2ccc3c(c2)OCO3)CC1	-1.3%	6.7%	-6.7%	4.0%	105.4%[activator]	-25.2	-8.8%
O=C(NN1c2ccccc2CCc2ccccc21)c1ccccc1Br	?	-0.2%	-5.0%	-0.7%	?	41.3	12.2%
CCOC(OCC)c1nc(N)[nH]c(=O)c1CCCCc1ccccc1	.	-3.8%	8.9%	.	.	?	.
CC1CCCCC1NC(=O)CCc1nc2sc3c(c2c(=O)[nH]1)CCCC3 (centres undefined)	-13.4%	5.9%	-1.1%	.	-20.5%	-30.5	3.6%
CC1(C)CC(NC(=S)Nc2ccc(S(N)(=O)=O)cc2)CC(C)(C)N1	-11.4%	-19.1%	-3.7%	-10.2%	-22.4%	?	-12.3%
COc1ccc(Cc2nc3ccc(S(=O)(=O)N4CCOCC4)cc3[nH]2)cc1OC	?	1.1%	-4.5%	-3.7%	-16.0%	?	6.8%
CCOC(=O)Cc1csc(SC(C)C(=O)NC2CCCCC2C)n1 (centres undefined)	?	-8.1%	9.6%	.	-9.2%	-1.9	2.2%
CCC(Sc1nc2nccnc2c(=O)n1Cc1ccc(F)cc1)C(=O)NC1CCCCC1 (centres undefined)	9.2%	.	0.0%	.	.	-3.1	0.4%

Of the compounds above, these have a thiophene ring, fused or not.
SMILES	AmpC detergent	AMA1-RON2 inh	TbPYK inhibitor	LmPK inh	AmpC no deterg	HCMV inh	Sm TGR block
O=C(Nn1c(SCc2ccc(F)cc2)nc2ccsc2c1=O)c1ccccc1	9.4%	-0.2%	12.0%	7.2%	-9.1%	34.6	3.4%
CC1CCCCC1NC(=O)CCc1nc2sc3c(c2c(=O)[nH]1)CCCC3 (centres undefined)	-13.4%	5.9%	-1.1%	.	-20.5%	-30.5	3.6%

(next part)
SMILES	AmpC detergent	AMA1-RON2 inh	TbPYK inhibitor	LmPK inh	AmpC no deterg	HCMV inh	Sm TGR block
O=c1c(Cc2ccc(F)cc2)c(O)ccn1CCc1cnc[nH]1	-10.5%	-11.5%	3.8%	0.8%	-13.4%	0.0	-2.0%
O=C(NCCC1CCCCN1S(=O)(=O)c1ccccc1)C(=O)NCc1ccccc1 (centres undefined)	-5.1%	-20.8%	0.6%	.	-29.5%	-12.6	-0.4%
c1ccc2cc(CCO[C@H]3CCCCO3)ncc2c1	.	13.0%	0.4%	.	8.0%	15.9	.
COc1ccc(-c2cnc3c(NC(C)=O)cc(-c4cc(F)ccc4OC)cn23)cc1OC	.	-1.6%	-0.3%	.	.	28.2	.
CCOC(=O)CSc1nc2sc3c(c2c(=O)n1C1CCCCC1)CCN(C)C3	2.8%	-16.0%	0.2%	0.0%	60.5%[activator]	-28.0	-19.2%
Cc1cc(=O)oc2cc(OCC(=O)NCc3ccco3)ccc12	?	-0.1%	-0.2%	1.7%	-6.7%	5.1	-22.1%
C=CCNC(=O)c1cnc2n(c1=O)CCS2	0.0%	1.6%	-3.1%	6.0%	-14.2%	33.6	-4.1%
CC1CCC/C(=N\Nc2ccc(Cl)c(C(=O)O)c2)C1 (centres undefined)	?	11.7%	-7.1%	6.7%	-13.7%	43.8	-31.1%
COCCNC(=O)c1c(NC(=O)c2cc(=O)c3cc(C)cc(C)c3o2)sc2c1CCCC2	16.8%	.	0.8%	.	.	3.9	0.0%
COc1ccc(N2CC(C(=O)N3CCN(C(=O)c4ccco4)CC3)CC2=O)cc1 (centres undefined)	-4.4%	-2.9%	4.2%	-2.6%	-3.1%	25.1	-2.0%
COc1cc(OC)c(-c2cc(C(=O)O)ccc2OC)c(OC)c1	-3.7%	-0.3%	4.1%	-5.1%	-31.7%	18.5	-10.5%
O=C(O)CN1C(=O)/C(=C/c2ccc(N3CCCCC3)o2)SC1=S	1.3%	5.1%	?	3.9%	-31.1%	-12.6	2.82µM*
CCOc1ccc(CNC(=O)c2cc3oc4ccccc4c3n2C)cc1	4.3%&-13.9%	2.5%	2.6%&-0.3%	5.7%	-28.4%	-83.2*	0.4%&0.1%
CCCCN(CC)CCNC(=O)c1c(C)oc2ncnc(N3CCOCC3)c12	2.2%	.	-5.1%	.	.	2.2	-8.1%
COC(=O)[C@H](CC(C)C)NC(=O)CC[C@H]1O[C@@H](n2cc(C)c(=O)[nH]c2=O)C[C@@H]1O	.	3.5%	-1.0%	.	.	27.3	.
Cc1cc(OC(=O)c2ccccc2Cl)c([N+](=O)[O-])c(=O)[nH]1	-6.3%	-1.3%	3.4%	-4.0%	0.7%	25.6	-18.6%
O=C(c1cccc(F)c1)N1CCc2ccccc2C1	3.0%	5.9%	0.1%	0.6%	-0.5%	-33.0	0.6%
Cc1ccc(NCc2ccc(O)c3ncccc23)cc1C	-0.8%	29.1%	-5.7%	-18.4%	-13.6%	-79.4*	-1.7%
Cc1ccccc1-c1nnc(SC(C)C(=O)NC2CCCC2)o1 (centres undefined)	3.4%	6.2%	-5.5%	.	-5.1%	?	0.3%
O=C(CCN1C(=O)/C(=C/c2ccc(F)cc2)SC1=S)NNC(=O)c1cccnc1	?	40.9%[activator]	-2.7%	2.2%	-3.2%	22.6	-5.8%
CCN(CCCNC(=O)C1CCC(=O)N1Cc1ccc(C)cc1)c1cccc(C)c1 (centres undefined)	-3.8%	-2.0%	-6.3%	-3.2%	216.8%[activator]	-12.1	-20.3%
O=C(NC1CCCc2ccccc21)c1cn2ccccc2n1 (centres undefined)	-8.0%	0.2%	-1.1%	-1.2%	-13.1%[11.4 µM]	4.7	0.9%
CCn1c(COc2ccc(=O)n(-c3ccccc3)n2)n[nH]c1=S	-10.5%	31.8%[activator]	?	-1.6%	0.9%	-19.0	-0.8%
Cc1csc(=O)n1CCC(=O)OCc1nnc(-c2ccccc2Cl)o1	.	4.8%	6.7%	.	-16.4%	-26.6	.
Cc1ccc(C(=O)N/C(=C\c2ccco2)C(=O)NCCN2CCCCC2)cc1C	-0.4%	-7.8%	2.4%	-2.9%	34.2%	-38.4	1.1%
Cc1cc(C)cc(C(=O)NCC(=O)OCC(=O)N2CCCC2)c1	.	0.1%	5.1%	.	.	-6.1	.
CON(C)S(=O)(=O)c1cccc(C(=O)Nc2ccc(S(=O)(=O)NC3=NCCCCC3)cc2)c1	-14.0%	-24.3%	0.4%	.	-13.5%	?	-2.0%
